PI4K2A block: qHTS for small molecular inhibitors of PI4K2A | Phosphatidylinositol 4-kinase type 2-alpha (Homo sapiens), Q9BTU6 | purified PI4K2A, ADP-Glo luminescence, 1 h; stronger effect = lower value | activity change, negative = inhibition, % at 76.9 µM | 420,000 compounds, 0.13% hits; in the data active = activity change below about -50%; inconclusive = mostly about -30% to -49%;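 also: -100% = wells without enzyme as full effect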
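Compounds are screened against recombinant PI4K2A using PI as substrate and ATP, the latter dispensed at 300 microM. Reactions run one hour at ambient temperature before ADP-Glo detection; full inhibition defined by wells lacking enzyme.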
D2 antagonist: HTS Assay for Allosteric Antagonists of the Human D2 Dopamine Receptor: Primary Screen for Antagonists; HEK293 TREx D2 cells, calcium flux, dopamine EC80; D(2) dopamine receptor (Homo sapiens), P14416; AID 485344, 2010; 340,000 compounds, 2% hits; inhibition, % at 10 µM; in the data active = inhibition above about 30%; also: 0% is about no effect
Target sequence (P14416 whole entry, looked up): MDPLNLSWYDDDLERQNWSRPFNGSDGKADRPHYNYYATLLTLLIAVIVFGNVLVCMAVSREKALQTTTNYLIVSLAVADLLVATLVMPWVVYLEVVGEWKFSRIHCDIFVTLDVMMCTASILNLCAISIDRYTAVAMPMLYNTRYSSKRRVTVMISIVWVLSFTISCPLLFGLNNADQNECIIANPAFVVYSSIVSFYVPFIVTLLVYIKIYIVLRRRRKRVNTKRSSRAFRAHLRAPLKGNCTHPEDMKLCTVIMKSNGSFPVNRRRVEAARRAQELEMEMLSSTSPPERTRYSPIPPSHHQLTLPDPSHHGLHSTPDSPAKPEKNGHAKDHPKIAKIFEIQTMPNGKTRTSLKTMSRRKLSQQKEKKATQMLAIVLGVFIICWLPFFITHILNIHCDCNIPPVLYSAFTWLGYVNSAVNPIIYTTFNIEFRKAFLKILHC
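Tetracycline-induced HEK293 TREx cells expressing D2 receptor forced-coupled to calcium signalling, loaded with no-wash calcium dye. Compounds added and calcium flux read 180 s, then dopamine added at EC80 and read a further 180 s.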
TRHR PAM: qHTS for Small Molecule Agonists and Allosteric Enhancers of Human TRH Receptor: Primary Screen for Enhancers. Thyrotropin-releasing hormone receptor (Homo sapiens), P34981. TRHR cells, fluo-8 calcium fluorescence, EC20 TRH enhancement. enhancement, % at 2 µM. 360,000 compounds, 0.66% hits. AID 493056, 2011; in the data active = enhancement above about 30%; also: 0% is about no effect
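TRHR-expressing cells loaded with fluo-8 calcium dye were read kinetically (ex 480/em 530) during compound addition, then stimulated with an EC20 of TRH (10 nM final). Enhancement of the Gq-mediated intracellular calcium response was scored.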
mIDH1 inhibitor: qHTS for Inhibitors of mutant isocitrate dehydrogenase 1 (IDH1): qHTS | IDH1-R132H enzyme, NADPH consumption, diaphorase/resazurin fluorescence | Potency, µM (highest dose often 76.6 µM), for the others: at the top dose activity change, negative = inhibition, most hits filed as inhibitors | 390,000 compounds, 0.093% hits | AID 602179, 2012; also: potency is read from the fitted curve at half-maximal effect; % is scaled to controls: 0 for no effect and ±100 for the full control effect; nearly all actives have a fitted effect of over 65% in size
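IDH1-R132H (0.5 ug/mL dispensed) in pH 7.5 Tris buffer was preincubated 30 min with compound, then given a substrate mix of 0.016 mM NADPH and 2 mM alpha-KG for 80 min at room temperature; remaining NADPH was read by diaphorase/resazurin fluorescence.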
TrxR1 substrate: qHTS Assay for Substrates of Mammalian Selenoprotein Thioredoxin Reductase 1 (TrxR1): qHTS. 390,000 compounds, 0.01% hits. Thioredoxin reductase 1, cytoplasmic (Rattus norvegicus), O89049. purified TrxR1 substrate turnover, NADPH consumption readout. Potency, µM (titrated, usually from 114 µM), for the others: at the top dose activity change, negative = substrate turnover; also: potency is read from the fitted curve at half-maximal effect; % is scaled to controls: 0 for no effect and ±100 for the full control effect; nearly all actives have a fitted effect of over 50% in size
Target sequence (O89049 whole entry, looked up): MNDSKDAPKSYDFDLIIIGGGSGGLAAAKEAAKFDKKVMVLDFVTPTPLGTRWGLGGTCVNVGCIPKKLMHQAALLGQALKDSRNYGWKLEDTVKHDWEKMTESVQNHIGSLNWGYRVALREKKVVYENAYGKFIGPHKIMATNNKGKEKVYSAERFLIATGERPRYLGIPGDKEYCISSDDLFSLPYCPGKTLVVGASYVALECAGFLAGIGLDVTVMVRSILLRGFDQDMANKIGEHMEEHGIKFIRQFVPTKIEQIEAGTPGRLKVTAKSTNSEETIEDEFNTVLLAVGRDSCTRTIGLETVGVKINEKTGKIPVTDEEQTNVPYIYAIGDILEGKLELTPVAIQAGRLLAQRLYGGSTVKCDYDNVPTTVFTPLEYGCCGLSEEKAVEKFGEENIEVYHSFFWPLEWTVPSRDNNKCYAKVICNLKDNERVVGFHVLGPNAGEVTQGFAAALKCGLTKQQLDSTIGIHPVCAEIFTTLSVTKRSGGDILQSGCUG
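Rat TrxR1, dispensed at 90 nM, was prereduced with 400 uM NADPH (final) for 5 min at ~22 deg C, then incubated with compound 15 min before 400 uM selenite. A first-read NADPH fluorescence drop versus no-compound background flagged substrates.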
D2 agonist: HTS Assay for Allosteric Agonists of the Human D2 Dopamine Receptor: Primary Screen for Agonists. D(2) dopamine receptor (Homo sapiens), P14416. HEK293 T-REx D2 cells, calcium flux agonist mode. activation, % at 2 µM. 340,000 compounds, 0.53% hits. AID 485358, 2010;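 active = activation over 3 SD above normal in the single-dose calcium agonist read, cut at about 30% in these data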; also: 0% is about no effect
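Agonism scored from kinetic calcium signal (1 read/sec, 180 s) following compound pin transfer, after a 10 s baseline. Cells: HEK293 Trex line expressing inducible D2 receptor coupled to calcium, dye-loaded after overnight culture at 30 C.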
rTrxR1 inhibitor: qHTS Assay for Inhibitors of Mammalian Selenoprotein Thioredoxin Reductase 1 (TrxR1): qHTS; AID 588453, 2011; 390,000 compounds, 1% hits; Potency, µM (doses to about 114 µM), inactives show at the highest dose activity change, negative = inhibition, usual class: inhibitors; Thioredoxin reductase 1, cytoplasmic (Rattus norvegicus), O89049; recombinant rTrxR1, NADPH fluorescence consumption, selenite substrate; also: potency is read from the fitted curve at half-maximal effect; % is scaled to controls: 0 for no effect and ±100 for the full control effect; nearly all actives have a fitted effect of over 65% in size
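Rat TrxR1 (90 nM in the dispensed reagent) was pre-reduced with 400 uM NADPH for 5 min at room temperature, then incubated with compound for 15 min. After 400 uM selenite was added, NADPH fluorescence (Ex 340/Em 450 nm) was followed for 8 min.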
USP1 inh: Inhibitors of USP1/UAF1: Primary Screen | Ubiquitin carboxyl-terminal hydrolase 1 (Homo sapiens), O94782 | recombinant USP1/UAF1, Ub-Rhodamine cleavage fluorescence | Potency, µM (doses to about 57.1 µM), inactives show top-dose activity change, negative = inhibition, most hits filed as inhibitors | 390,000 compounds, 0.23% hits; also: potency is read from the fitted curve at half-maximal effect; % is scaled to controls: 0 for no effect and ±100 for the full control effect; nearly all actives have a fitted effect of over 60% in size; inactives centre near -12
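Step one: compound is pinned into 1nM USP1/UAF1 in HEPES pH 7.8 buffer with TCEP. Step two: 15 min room-temperature incubation. Step three: Ub-Rho (150nM final) starts cleavage, tracked by fluorescence over six one-minute reads.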
TRHR ag: qHTS for Small Molecule Agonists and Allosteric Enhancers of Human TRH Receptor: Primary Screen for Agonists; Thyrotropin-releasing hormone receptor (Homo sapiens), P34981; TRHR cells, calcium flux fluo-8, FDSS agonist mode; activation, % at 2 µM; 360,000 compounds, 0.18% hits; in the data active = activation above about 30%; also: 0% is about no effect
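Fluo-8-loaded TRHR cells; 10 s baseline, compound added, kinetic Ca2+ fluorescence read 1/s, agonist mode.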
Numbers without * were called inactive; ? = inconclusive; · = no result given; [ ] = another dose, or the depositor's remark. Unless noted, calls follow the shape of the dose curve; as a rule, active = well fitted inhibition curve with a large enough effect; inconclusive = small, poorly fitted or top-dose-only effect; inactive = no such curve, though single readings can be large or run the other way.

compound	PI4K2A block	D2 antagonist	TRHR PAM	mIDH1 inhibitor	TrxR1 substrate	D2 agonist	rTrxR1 inhibitor	USP1 inh	TRHR ag
Cc1cc(NC(=O)CSCc2ccc([N+](=O)[O-])cc2)no1	2.3	21.7	-1.6	14.5%	7.6%[57.1 µM]	0.4	31.6%[57.1 µM]	-15.9%	-1.1
O=C1CCCC(=O)C1=C1SCCS1	4.0	-5.6	-1.3	-0.7%	-7.8%	0.5	-12.5%	-9.5%	0.4
CNC(=O)c1ccc(NC(=O)c2cc(S(=O)(=O)N(C)C)ccc2N2CCCC2)cc1	0.3	12.2	-1.0	2.3%	-4.0%	0.2	20.9%	-5.2%	-0.3
CCC1NC(=S)N(C2CCCCC2)C1=O (stereo unspecified)	2.3	·	·	3.8%	-5.9%	·	10.5%	1.3%	·
CCC(=O)N(Cc1cc(=O)[nH]c2ccccc12)c1ccc(C)cc1	1.3	1.7	2.2	-3.6%	3.0%	-0.1	19.4%	-2.1%	-1.8
COc1ccc(Cl)cc1NC(=O)COC(=O)c1c(-c2ccccc2)noc1C	-0.2	-19.0	7.5	1.0%	1.0%	0.5	28.2%	-11.3%	0.5
Cc1ccc(C(=O)Nc2ccon2)cc1S(=O)(=O)N1CCOCC1	-0.7	2.8	3.0	3.4%	4.8%	-1.0	9.0%	-17.0%	-0.8
CC1CCCCN1CCCNC(=O)c1c(O)nc2ccccn2c1=O (stereo unspecified)	-5.6	4.9	6.5	1.4%	28.3%	1.2	26.1%	-22.5%	0.1
O=C(COc1ccc2ccccc2c1Br)N1CCOCC1	1.8	12.9	-4.5	5.3%	4.4%	0.2	8.1%	-8.3%	0.3
COC(=O)CN1C(=O)C(O)(CC(=O)c2ccc(F)cc2)c2ccccc21 (stereo unspecified)	0.0	·	-1.8	-11.6%	-2.0%	1.3	-9.1%	-10.4%	-0.5
COC(=O)c1sc2cccc(F)c2c1S(=O)(=O)N1CCN(c2ccc(F)cc2)CC1	1.6	·	-0.1	4.0%	0.6%[57.1 µM]	-2.2	12.6%[57.1 µM]	-25.4%	0.0
O=C(O)CCC(NC(=O)C(Cc1ccc2c(c1)OCO2)NC(=O)c1ccccc1)C(=O)O (stereo unspecified)	·	16.8	11.3	·	·	-0.3	·	·	-0.9
COc1ccc(N(Cc2cc3ccc(C)cc3[nH]c2=O)C(=O)c2ccco2)cc1	-1.7	-6.3	2.7	3.1%	4.0%	-0.4	?	-19.0%	-0.4
C[C@@H]1C(=O)O[C@H]2[C@H]1CC[C@@]1(C)C(=O)C=C[C@@](C)(O)[C@H]21	-4.5	-1.4	18.4	0.0%	6.7%	-0.3	17.7%	-3.8%	-0.1
O=C1CCCc2cc(S(=O)(=O)NCC3CCC(C(=O)NCc4ccc(F)cc4)CC3)ccc2N1 (stereo unspecified)	-3.6	·	-1.6	0.0%	-4.1%[57.1 µM]	0.1	-1.4%[57.1 µM]	-11.3%	1.6
O=[N+]([O-])c1ccc2nc(-c3ccccn3)[nH]c2c1	-28.1	8.6	-9.8	-1.6%	-7.5%	-1.7	-6.6%	-21.1%	0.2
Cc1ccc(-c2csc3nc(C)n(N)c(=O)c23)o1	2.6	-1.1	2.5	11.5%	10.4%	0.0	-7.3%	-10.7%	-0.4
Cc1ccc(OC(=O)c2cccc(S(=O)(=O)N(C)C)c2)c(-n2nc3ccccc3n2)c1	-0.9	3.9	3.6	3.2%	3.0%[57.1 µM]	0.5	4.6%[57.1 µM]	-19.3%	2.4
COc1cc(/C=N/NC(=O)C(Cc2c[nH]c3ccccc23)NC(=O)OCC(C)C)cc([N+](=O)[O-])c1OCc1ccccc1 (stereo unspecified)	5.5	-1.5	0.9	-1.9%	1.7%	0.8	34.0%	-5.0%	0.5
CCCCNC(=O)CSc1nc(CCC)nc2ccccc12	2.4	-17.0	-6.4	-0.3%	0.0%	-0.2	15.1%	-21.7%	-2.9
Cc1ccccc1CNC(=O)CC1C(=O)NCCN1Cc1c(F)cccc1Cl (stereo unspecified)	1.9	15.8	6.5	-7.0%	-8.4%	0.7	-7.0%	-18.6%	-0.2
O=C(NCC(c1ccc(F)cc1)N1CCOCC1)c1ccccc1F (stereo unspecified)	-6.8	-3.8	-3.4	-2.1%	-0.5%	0.2	4.7%	-9.2%	-0.1
CN(C)c1cccc(C(=O)N2CCC(c3ccncc3)CC2)c1	-0.9	·	0.8	14.5%	3.4%[57.1 µM]	0.5	12.1%[57.1 µM]	-7.1%	0.6
CC(=O)N1CCN(c2ccc(NC(=O)c3ccco3)cc2Cl)CC1	0.0	-4.2	0.8	-1.7%	-10.1%	-0.3	-11.2%	1.0%	0.8
COc1ccc(C2=NOC(COc3ccc([N+](=O)[O-])cc3)C2)cc1 (stereo unspecified)	-4.3	·	0.6	0.9%	-2.0%	0.2	22.2%	-5.1%	0.2

compound	PI4K2A block	D2 antagonist	TRHR PAM	mIDH1 inhibitor	TrxR1 substrate	D2 agonist	rTrxR1 inhibitor	USP1 inh	TRHR ag
Cc1oc(-c2ccccc2Cl)nc1CSCC(=O)N1CCCC1	-7.5	-5.4	-7.7	-1.5%	-4.9%	1.2	-14.4%	7.9%	0.1
CN(CCc1ccccc1)C(=O)c1ccc(NC(=O)Cc2cccc(NC(=O)C3CCN(C(=O)C4CCC4)CC3)c2)cc1	-3.2	·	·	-8.8%	3.0%	·	13.1%	-22.7%	·
CCOC(=O)C1CCCN(C(=O)C2CCCN(S(=O)(=O)c3ccc4c(c3)oc(=O)n4C)C2)C1 (stereo unspecified)	-2.7	7.9	2.8	-2.9%	3.6%	-1.2	23.7%	?	-0.8
COc1ccc(CSc2nnc3[nH]c(=O)cc(N)n23)cc1	-7.5	19.3	-2.3	18.6%	10.7%	-0.7	27.7%[57.1 µM]	-2.6%	-0.2
Cc1ccc(NC(=O)c2cc([N+](=O)[O-])ccc2N2CCOCC2)cc1S(=O)(=O)N(C)C	1.3	3.3	-7.4	29.4%	-8.9%	-0.2	-11.6%	-23.2%	-0.5
CS(=O)(=O)NCc1ccc(C(=O)NC2CCCCC2)cc1	-1.5	-1.8	1.0	4.4%	-0.6%	0.2	32.5%	-3.1%	-0.3
Brc1ccccc1-c1ccccc1	1.1	14.8	-3.2	-8.1%	6.4%	-1.0	10.3%	-15.3%	-0.9
CC1(C)Cc2noc(N)c2C(C)(C)N1O	-3.0	-9.7	-6.1	3.5%	4.0%	0.1	1.58µM*	-5.3%	1.1
S=C(Nc1ccc(Nc2ccccc2)cc1)NC1CCCCCC1	2.4	-0.9	-1.4	0.4%	-6.1%	1.9	-1.9%	-7.6%	0.2
O=C(COc1ccc(F)cc1Cl)Nc1cc(S(=O)(=O)N2CCOCC2)ccc1N1CCCCC1	0.5	1.6	13.4	-13.0%	11.4%	0.4	35.1%	-27.3%	1.0
CCN1CCN(c2oc(-c3ccc([N+](=O)[O-])cc3)nc2C#N)CC1	1.9	-5.4	1.2	-2.1%	4.4%[11.4 µM]	-0.5	18.5%[11.4 µM]	-15.4%	0.5
CC1CCN(C2=C(NS(=O)(=O)c3ccccc3)C(=O)c3ccccc3C2=O)CC1	-16.6	12.6	-11.5	-1.4%	-5.7%	0.4	-5.0%	?	0.0
Cc1cc(C)c2nc(C)cc(N/N=C/c3ccc(O)cc3)c2c1	7.0	0.7	1.2	-8.2%	-7.3%	-0.7	2.5%	-16.6%	0.6
CCOC(=O)c1sc(N)c(C(N)=O)c1C	6.7	-21.1	2.9	11.4%	2.8%[57.1 µM]	2.3	-4.4%[57.1 µM]	-24.5%	0.0
N/C(=N\OC(=O)Cc1cccs1)c1ccc(Cl)cc1	3.2	-2.6	-3.4	1.9%	-16.3%	-0.5	-27.1%	-2.9%	0.3
O=C(CCN1C(=O)c2ccccc2C1=O)Nc1cccc(S(=O)(=O)NC2=NCCC2)c1	2.6	8.6	-2.0	-1.2%	8.3%[57.1 µM]	1.1	15.3%[57.1 µM]	-13.8%	0.2
COc1ccc(S(=O)(=O)NCCS(=O)(=O)N2CCN(c3ccccc3F)CC2)cc1	3.1	·	-0.7	-13.0%	-4.6%[57.1 µM]	5.1	0.2%[57.1 µM]	-20.3%	-0.6
CCOC(=O)N1CCc2c(sc3c2C(=O)NC(c2ccccc2F)N3)C1 (stereo unspecified)	0.0	·	-4.0	0.8%	-9.0%	-0.3	-14.2%	-21.4%	2.3
Cc1nn(Cc2ccccc2Cl)c(C)c1C(=O)N1CCN(c2ccccc2)CC1	3.0	5.8	-4.1	-0.3%	-12.2%	1.8	-25.5%	-3.7%	1.2
CCC1=Nc2ccc(Br)cc2C(c2ccccc2)N1CC(=O)OC (stereo unspecified)	0.6	3.0	-3.6	2.7%	7.9%[57.1 µM]	-0.2	16.0%	-15.8%	-0.7
Cc1ccc(N2C(=O)CC(SCC(=O)Nc3ccc(S(N)(=O)=O)cc3)C2=O)cc1 (stereo unspecified)	-4.1	-27.9	-2.4	-0.9%	7.5%[57.1 µM]	0.2	20.0%[57.1 µM]	-15.1%	0.1

Screening results (PubChem BioAssay)
